# APP 5UTR inh: APP translation inhibition; 190,000 tested, 0.82% active; inhibition, % at 2 µM; SH-SY5Y APP 5'UTR-luciferase reporter, luminescence;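 active means inhibition above a set limit, derived from the sample mean plus 3 SD, cut at about 45% in these data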; further: values of inactives mirror those of a sister screen read the other way
# NF-kB expr up: compounds increasing NF-kB expression in human neuronal cells; NF-kB reporter expression; stronger effect = higher value; fold change at 12.5 µM; 190,000 tested, 1.6% active; in the data active means fold change above about 3.3
# FLuc inh counter: Photinus pyralis luciferase inhibition counter-screen; P08659; ATPLite firefly luciferase biochemical luminescence, 10 min; inhibition, % at 10 µM; 200,000 tested, 1.5% active; AID 1006;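 active means inhibition above about 50% when tested at 10 µM, limit read from the data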
# Target sequence (P08659 whole entry, looked up): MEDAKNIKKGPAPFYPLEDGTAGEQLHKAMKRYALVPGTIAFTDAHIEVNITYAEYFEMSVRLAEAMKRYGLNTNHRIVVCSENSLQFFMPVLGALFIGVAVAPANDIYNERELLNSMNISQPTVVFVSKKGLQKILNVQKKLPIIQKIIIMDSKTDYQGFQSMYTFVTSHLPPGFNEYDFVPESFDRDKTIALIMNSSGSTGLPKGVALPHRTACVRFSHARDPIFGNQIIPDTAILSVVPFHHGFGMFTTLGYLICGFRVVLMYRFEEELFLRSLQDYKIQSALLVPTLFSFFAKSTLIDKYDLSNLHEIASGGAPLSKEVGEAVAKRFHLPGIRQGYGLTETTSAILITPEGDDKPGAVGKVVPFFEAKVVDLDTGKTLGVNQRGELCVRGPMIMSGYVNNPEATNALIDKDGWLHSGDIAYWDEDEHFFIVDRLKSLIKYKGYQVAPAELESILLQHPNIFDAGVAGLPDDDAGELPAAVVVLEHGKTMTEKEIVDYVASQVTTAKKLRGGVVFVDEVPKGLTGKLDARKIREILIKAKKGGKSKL
# G6PDH counter: inhibits Leuconostoc G6PDH, flagging false hits in G6PDH-based assays. 200,000 tested, 0.12% active. inhibition, % at 5 µM. Purified L. mesenteroides G6PDH, diaphorase/resazurin coupled fluorescence, 45 min; in the data active means inhibition above about 50%
# Diaph act CS: counter-screen for diaphorase-based assays: diaphorase activators and chemical reducers | activation factor at 20 µM | AID 1229 | 190,000 tested, 0.005% active | Diaphorase/resazurin coupled assay, resorufin fluorescence, 16 min; stronger effect = higher value; 1 = vehicle wells, 0 = NADH-free wells;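 active means diaphorase activity raised at least twofold by the compound at 20 µM; inactive means activation factor below 2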
#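 test system = bacterial diaphorase enzyme (C. kluyveri) | quantity = enzyme 0.07 U/mL final | reagent = NADH substrate 0.114 mM plus resazurin dye 0.1 mM, final | incubation = 16 min enzyme reaction, ambient temperature | buffer or medium = HEPES pH 7.4 buffer with MgCl2 and Tween 20 | signal = fluorescence of resorufin, 544 nm excitation, 590 nm emission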
# FLuc stim CS: firefly luciferase counter-screen for stimulation assays; P08659; ATPlite luciferase biochemical, luminescence, 10 min; 0 = ATP-free wells, 1 = DMSO control; activation factor at 10 µM; 200,000 tested, under 10 active; AID 1027;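 active means luciferase activation factor, scaled between plate controls, of at least 2 with compound at 10 µM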
#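 Assay system: Luciferase/luciferin reagent mix; Medium: PBS as buffer for the ATP substrate; Dosing: test compounds dosed from 2 mM stocks in 100% DMSO; Times: 10 min, room temperature; Signal: luminescence from luciferase reaction; Read-out: luciferase activation; Controls: No-ATP low control, compound-free enzyme-plus-ATP high control.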
# STAT1 activator: activators of IFN-gamma induced STAT1 signaling | NIH 3T3 STAT1-luciferase reporter, luminescence; 100% = IFN-gamma alone, no compound | activation (% of control), % at 5.5 µM | 200,000 tested, 2.6% active | AID 932;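 active means activation above the screen-wide mean activation plus 3 SD, cut at about 130% in these data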;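 further: raw ratio to IFN-gamma control signal so 100% means no change and 0% no light; values of inactives mirror those of a sister screen read the other way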
# TLR4-MyD88 BLA: blocks binding of human TLR4 to MyD88. HeLa CL3-4 TLR4/MyD88 BLA complementation, FRET ratio. AID 861. O00206+Q99836. inhibition, % at 8.4 µM. 200,000 tested, 0.18% active; in the data active means inhibition above about 25%;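 further: 0% = vehicle and 100% = reference inhibitor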
# APP 5'UTR act: APP 5'UTR luciferase reporter activation; SH-SY5Y APP 5'UTR luciferase reporter, luminescence; zero percent = DMSO vehicle wells; activation, % at 2 µM; 190,000 tested, 1% active;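 active means activation above a set limit, based on mean plus 3 SD of controls, cut at about 140% in these data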; further: values of inactives mirror those of a sister screen read the other way
# Diaphorase inh: inhibits diaphorase or chemically oxidizes, flagging diaphorase assay artifacts | diaphorase resazurin-to-resorufin fluorescence, NADH, 16 min; bacterial (C. kluyveri) enzyme, not human | inhibition, % at 20 µM | 190,000 tested, 0.69% active | AID 1217;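 active means primary screen inhibition at 20 µM above a set limit, cut at about 50% in these data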;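 further: plate controls were DMSO with full reaction for no effect and wells lacking NADH for full effect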
#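 Benchmarks: positive control wells lacking NADH, neutral wells with DMSO only. System: bacterial diaphorase enzyme (C. kluyveri). Input: 0.14 U/mL diaphorase, enzyme working solution. Detection: resorufin fluorescence, excitation 544 nm, emission 590 nm. Times: 16-min room-temperature incubation before reading.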
# Numbers without * were called inactive.
nr	Structure	APP 5UTR inh	NF-kB expr up	FLuc inh counter	G6PDH counter	Diaph act CS	FLuc stim CS	STAT1 activator	TLR4-MyD88 BLA	APP 5'UTR act	Diaphorase inh
1	O=C(COC(=O)C1CCN(S(=O)(=O)c2ccc3c(c2)OCCO3)CC1)Nc1cc(C(F)(F)F)ccc1Cl	-21.5	1.06	-3.2	-7.2	0.9	1	102.6	7.0	21.5	11.6
2	CC/C(=N\NC(=S)Nc1ccc(OC)cc1)c1ccc(OC(F)F)cc1	-11.5	1.31	-6.2	1.6	0.8	1.1	104.8	-4.7	11.5	17.5
3	O=C(CSc1nc2ccccc2s1)N1N=C(c2cccs2)CC1c1ccc(F)cc1 (stereo unspecified)	15.0	0.55	-10.9	-7.2	0.9	1.1	98.4	-3.1	-15.0	14.8
4	COc1ccc(NC(=S)NCC(O)c2ccccc2)c(OC)c1 (stereo unspecified)	-2.7	1.05	-5.5	2.3	0.9	1.1	105.1	6.8	2.7	9.4
5	Cc1ccc(C(=O)Oc2oc(-c3ccco3)nc2C=Nc2ccccc2)cc1	-49.0	3.04	-0.1	10.1	0.9	1	139.4*	8.5	49.0	5.1
6	CCOC(=O)COc1cc(N2C(=O)CSCC2=O)c(Cl)cc1Cl	-2.7	0.96	-0.8	-2.4	1	1	94.9	-16.4	2.7	0.5
7	Clc1ccccc1-c1nnc2sc(-c3cccs3)nn12	-0.5	1.24	-3.4	8.9	0.8	1	108.2	3.8	0.5	20.3
8	Cc1cc[n+](CCC(=O)O)c2ccccc12	-3.7	1.05	-5.5	1.0	0.9	1.1	95.9	-0.3	3.7	5.4
9	COC(=O)c1ccc(/C=N/NC(=O)c2ccccc2Cl)cc1	-32.9	1.02	0.6	-0.7	0.9	1	110.1	-5.9	32.9	7.1
10	CCCC(O)(CCN(C)C)c1ccc(OC)cc1 (stereo unspecified)	-11.5	1.07	-5.0	4.3	1	1.1	95.5	-6.4	11.5	3.3
11	CCNc1ccc(S(=O)(=O)N(C)C)cc1NCC(=O)Nc1ccccc1F	-3.7	0.97	-2.3	-3.2	0.8	1	92.3	-1.3	3.7	18.1
12	CN1CCCC(OC(=O)COc2ccccc2)C1 (stereo unspecified)	-1.7	0.9	-7.3	-3.9	0.9	1.1	107.3	-10.3	1.7	13.6
13	Nc1[nH]n(-c2ccccc2)c(=O)c1N=Nc1ccccc1[N+](=O)[O-]	-90.5	1.55	13.9	2.9	1	0.9	139.1*	9.3	90.5	-0.3
14	CCN1C(=O)/C(=C/N(C)C)c2ccccc21	2.6	1	-6.5	6.3	0.9	1.1	95.9	3.1	-2.6	10.7
15	CCn1c(C)nc2cc(C(=O)N=Nc3c(O)[nH]c4c(C)cc(C)cc34)ccc21	24.7	0.81	-1.0	-2.9	0.7	1	103.9	19.5	-24.7	28.2
16	O=C(NCCCCCCOC1=NS(=O)(=O)c2ccccc21)C(=O)Nc1ccccc1	-100.7	1.23	-8.7	1.8	0.9	1.1	91.2	17.0	100.7	7.7
17	CN(Cc1ccncn1)C(=O)CC1C(=O)NCCN1Cc1cccc(Oc2ccccc2)c1 (stereo unspecified)	-38.6	0.92	-6.9	14.8	0.9	1.1	99.4	6.8	38.6	5.3
18	CN(CC(=O)Nc1ccc2c(c1)CCC2)CC(=O)Nc1ccccc1Br	2.4	1.52	-7.9	-6.1	1	1.1	100.0	7.5	-2.4	3.8
19	O=C(NCC1CCCO1)c1cc(-c2ccco2)nc2ccccc12 (stereo unspecified)	10.3	0.88	-0.1	10.0	0.7	1	96.6	3.7	-10.3	25.8
20	CC1CCN(C(=O)CSc2nnc(-c3ccc(S(=O)(=O)N4CCOCC4)cc3)n2C)CC1	-7.5	0.95	-4.8	4.9	0.9	1	93.5	-2.5	7.5	8.9
21	FC(F)(F)c1cnc(NNC(=S)Nc2cccnc2)c(Cl)c1	-4.4	0.89	-1.4	4.8	1	1	94.5	-11.4	4.4	-3.7
22	Cc1ccccc1OCC(=O)Nc1ccccc1-c1ccccc1NC(=O)COc1ccccc1C	-2.2	1.31	-1.3	-2.3	0.8	1	91.6	-14.3	2.2	19.4
23	O=c1nc2n(c3sc4c(c13)CCCC4)C(CBr)CS2 (stereo unspecified)	7.3	1.25	-2.2	1.3	0.8	1	96.2	0.4	-7.3	17.8
24	CSc1nc2ccc(S(=O)(=O)N(C)C)cc2s1	16.7	1.1	-0.1	4.0	0.9	1	98.8	-13.7	-16.7	10.2
25	Cc1ccc(C(=O)N/N=C2\CCCc3ccccc32)c(C)c1	-92.0	2.11	47.2	5.4	1.2	0.5	128.8*	-5.1	92.0	-17.3

# At a glance, part of the list above:
nr	Structure	APP 5UTR inh	NF-kB expr up	FLuc inh counter	G6PDH counter	Diaph act CS	FLuc stim CS	STAT1 activator	TLR4-MyD88 BLA	APP 5'UTR act	Diaphorase inh
18	CN(CC(=O)Nc1ccc2c(c1)CCC2)CC(=O)Nc1ccccc1Br	2.4	1.52	-7.9	-6.1	1	1.1	100.0	7.5	-2.4	3.8
19	O=C(NCC1CCCO1)c1cc(-c2ccco2)nc2ccccc12 (stereo unspecified)	10.3	0.88	-0.1	10.0	0.7	1	96.6	3.7	-10.3	25.8
20	CC1CCN(C(=O)CSc2nnc(-c3ccc(S(=O)(=O)N4CCOCC4)cc3)n2C)CC1	-7.5	0.95	-4.8	4.9	0.9	1	93.5	-2.5	7.5	8.9
21	FC(F)(F)c1cnc(NNC(=S)Nc2cccnc2)c(Cl)c1	-4.4	0.89	-1.4	4.8	1	1	94.5	-11.4	4.4	-3.7
22	Cc1ccccc1OCC(=O)Nc1ccccc1-c1ccccc1NC(=O)COc1ccccc1C	-2.2	1.31	-1.3	-2.3	0.8	1	91.6	-14.3	2.2	19.4
23	O=c1nc2n(c3sc4c(c13)CCCC4)C(CBr)CS2 (stereo unspecified)	7.3	1.25	-2.2	1.3	0.8	1	96.2	0.4	-7.3	17.8
24	CSc1nc2ccc(S(=O)(=O)N(C)C)cc2s1	16.7	1.1	-0.1	4.0	0.9	1	98.8	-13.7	-16.7	10.2
25	Cc1ccc(C(=O)N/N=C2\CCCc3ccccc32)c(C)c1	-92.0	2.11	47.2	5.4	1.2	0.5	128.8*	-5.1	92.0	-17.3

# Whole records as entered above. Screens in order: APP 5UTR inh | NF-kB expr up | FLuc inh counter | G6PDH counter | Diaph act CS | FLuc stim CS | STAT1 activator | TLR4-MyD88 BLA | APP 5'UTR act | Diaphorase inh
# Entry for CCOC(=O)COc1cc(N2C(=O)CSCC2=O)c(Cl)cc1Cl = -2.7 | 0.96 | -0.8 | -2.4 | 1 | 1 | 94.9 | -16.4 | 2.7 | 0.5
# Entry for CN(Cc1ccncn1)C(=O)CC1C(=O)NCCN1Cc1cccc(Oc2ccccc2)c1 (stereo unspecified) = -38.6 | 0.92 | -6.9 | 14.8 | 0.9 | 1.1 | 99.4 | 6.8 | 38.6 | 5.3

# Next section.
nr	Structure	APP 5UTR inh	NF-kB expr up	FLuc inh counter	G6PDH counter	Diaph act CS	FLuc stim CS	STAT1 activator	TLR4-MyD88 BLA	APP 5'UTR act	Diaphorase inh
26	CCn1nnc(-c2ccccc2NS(=O)(=O)c2ccc(S(=O)(=O)N3CCCCCC3)cc2)n1	-20.6	1.19	-6.0	6.1	0.8	1.1	95.7	-10.4	20.6	16.7
27	O=C(CCCCn1c(=O)[nH]c2ccsc2c1=O)NCCc1ccccc1	-15.0	0.91	0.1	9.9	1	1	96.0	4.2	15.0	3.4
28	Cn1c(CN2CCCCC2)nc2cc(NC(=O)c3ccc(F)cc3)ccc21	-13.9	1.22	-2.3	3.7	1	1	104.3	-1.8	13.9	-0.5
29	Nc1c(CO)nnn1-c1ccccc1	-1.9	1.29	1.6	18.0	1	1	105.7	8.3	1.9	4.8
30	CC(C)=C1C2CCC1C(C(=O)NCc1ccccc1)C2C(=O)O (stereo unspecified)	10.2	1.1	-7.3	3.7	0.9	1.1	98.8	-0.6	-10.2	9.8
31	O=C(COC(=O)Cc1cn2ccsc2n1)NCc1ccc2c(c1)OCO2	-11.0	1.2	-3.8	2.6	0.8	1	99.7	-9.5	11.0	18.8
32	COc1ccccc1-c1nc(C#N)c(N2CCN(c3cccc(Cl)c3)CC2)o1	-0.4	1.26	-1.1	-11.2	1	1	103.4	10.5	0.4	2.8
33	CCOC(=O)C1C(c2ccccc2)NC(=S)NC1(C)O (stereo unspecified)	-5.7	1.28	-4.8	6.2	0.9	1	104.4	10.4	5.7	11.2
34	Cc1onc(-c2ccccc2)c1C(=O)N/N=C/c1cc2c(cc1Cl)OCO2	5.5	1	-4.1	-2.3	0.7	1	98.2	-12.7	-5.5	29.9
35	CC(C(=O)NCC1CCCO1)n1cc([N+](=O)[O-])cn1 (stereo unspecified)	-25.8	0.91	-3.6	6.3	0.9	1	101.0	-13.4	25.8	5.1
36	CCOC(=O)c1ccc(N2C(=O)CC(N3CCN(C/C=C/c4ccccc4)CC3)C2=O)cc1 (stereo unspecified)	-2.1	1.02	-5.0	-16.5	0.9	1.1	98.1	-1.8	2.1	7.7
37	COc1ccccc1NC(=O)CN1CC(=O)Nc2ccccc21	2.6	0.93	-5.4	2.8	0.9	1.1	85.8	-3.1	-2.6	11.5
38	CCC(N1CCOC1=O)S(=O)(=O)c1ccc(C)cc1 (stereo unspecified)	-4.6	1.05	-2.3	2.4	1	1	102.0	7.2	4.6	1.4
39	CCCCNCc1cc(OCC)c(OCC(N)=O)cc1Br	0.6	0.98	-1.8	2.0	1	1	102.5	-2.8	-0.6	1.9
40	COc1ccc(NC(=O)/C(C#N)=C\C=C\c2ccco2)cc1	4.8	1.26	-0.5	-21.1	0.9	1	109.5	-0.8	-4.8	10.1
41	O=C(COC(=O)CNS(=O)(=O)c1ccc2ccccc2c1)Nc1ccc2c(c1)OCO2	12.1	1.01	-16.8	18.6	0.8	1.2	101.4	-0.2	-12.1	20.4
42	COc1ccc(-n2c(SCC(=O)N3CCCC(C)C3)nnc2-c2cccnc2)cc1 (stereo unspecified)	-16.1	1.08	-7.2	-1.4	0.8	1.1	97.1	0.1	16.1	15.9
43	O=C(COC(=O)c1ccccc1Nc1ccccc1)Nc1ccccc1	12.1	1.33	-5.6	1.4	0.9	1.1	102.5	12.8	-12.1	12.5
44	COc1cc(OC)cc(C(=O)N[C@H](C(=O)Nc2nc3ccccc3[nH]2)C(C)C)c1	94.9*	1.05	-1.9	13.8	0.9	1	96.1	6.3	-94.9	9.1
45	CC(=O)c1cc(C#N)c(SCc2ccc(F)cc2)nc1C	-5.5	1.23	-7.7	9.3	0.9	1.1	112.4	14.7	5.5	7.9
46	COc1ccccc1C(=O)C1CCCN(C(=O)Nc2ccccc2F)C1 (stereo unspecified)	-36.7	1.3	-0.9	14.9	0.8	1	114.0	-3.8	36.7	16.7
47	Cc1cc(C(=O)Nc2ccc3c(c2)OCCO3)c(C)o1	-132.2	4.63*	54.5*	-16.8	0.9	0.5	130.3*	-8.8	132.2	12.7
48	COc1ccc(C(=O)NCCSCc2ccco2)cc1OC	2.9	1.23	-3.4	0.8	0.9	1	100.6	9.1	-2.9	12.9

# High-throughput results as filed in PubChem.
